ERG-DNA inh = qHTS for Small Molecule Inhibitors of the ERG Ets/DNA interaction | Potency, µM (top dose mostly 76.9 µM), for the others: at the top dose FP activity, negative = inhibition, usual class: inhibitors | fluorescence polarization, His-ERG Ets domain / labelled DNA | actives 0.028% (n = 370,000) | Transcriptional regulator ERG (Homo sapiens), P11308; active = well fitted inhibition curve with a large enough effect in the polarisation, with a control signal flat; inconclusive = small, poorly fitted or top-dose-only effect, or effect the other way, or a change in a side signal; inactive = no such curve, though single readings can be large or run the other way; the % refers to the polarisation;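 note: polarization taken with two DNA probes labelled with fluorescein and Texas red; % of control where 0% means no effect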
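His-tagged ERG Ets domain (1 uM in the protein solution; 300mM KCl, 50mM Tris-HCl, 1mM EDTA, 1mM DTT, pH 7.5) received compound, then a probe mix of 5 nM fluorescein-DNA and 100nM Texas-615-DNA. Fluorescence polarization was read for both dyes.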
rTrxR1 inhibitor = qHTS Assay for Inhibitors of Mammalian Selenoprotein Thioredoxin Reductase 1 (TrxR1): qHTS. Thioredoxin reductase 1, cytoplasmic (Rattus norvegicus), O89049. recombinant rTrxR1, NADPH fluorescence consumption, selenite substrate. Potency, µM (titrated, usually from 114 µM), for the others: top-dose activity change, negative = inhibition, most hits filed as inhibitors. actives 1% (n = 390,000); note: % is set by controls: 0 for no effect and ±100 for the full control effect; nearly all actives have a fitted effect of over 65% in size
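Rat TrxR1 (90 nM in the dispensed reagent) was pre-reduced with 400 uM NADPH for 5 min at room temperature, then incubated with compound for 15 min. After 400 uM selenite was added, NADPH fluorescence (Ex 340/Em 450 nm) was followed for 8 min.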
ALOX12 inh = Primary qHTS assay for inhibitors of human arachidonate 12S-lipoxygenase (ALOX12): Round 2 | Polyunsaturated fatty acid lipoxygenase ALOX12 (Homo sapiens), P18054 | purified 12hLO, xylenol orange hydroperoxide absorbance | Potency, µM (titrated, usually from 108 µM), inactives show top-dose activity change, negative = inhibition, actives largely listed as inhibitors | actives 1.1% (n = 580,000) | AID 1671190, 2021; note: % is set by controls: 0 for no effect and ±100 for the full control effect
Target sequence (P18054 whole entry, looked up): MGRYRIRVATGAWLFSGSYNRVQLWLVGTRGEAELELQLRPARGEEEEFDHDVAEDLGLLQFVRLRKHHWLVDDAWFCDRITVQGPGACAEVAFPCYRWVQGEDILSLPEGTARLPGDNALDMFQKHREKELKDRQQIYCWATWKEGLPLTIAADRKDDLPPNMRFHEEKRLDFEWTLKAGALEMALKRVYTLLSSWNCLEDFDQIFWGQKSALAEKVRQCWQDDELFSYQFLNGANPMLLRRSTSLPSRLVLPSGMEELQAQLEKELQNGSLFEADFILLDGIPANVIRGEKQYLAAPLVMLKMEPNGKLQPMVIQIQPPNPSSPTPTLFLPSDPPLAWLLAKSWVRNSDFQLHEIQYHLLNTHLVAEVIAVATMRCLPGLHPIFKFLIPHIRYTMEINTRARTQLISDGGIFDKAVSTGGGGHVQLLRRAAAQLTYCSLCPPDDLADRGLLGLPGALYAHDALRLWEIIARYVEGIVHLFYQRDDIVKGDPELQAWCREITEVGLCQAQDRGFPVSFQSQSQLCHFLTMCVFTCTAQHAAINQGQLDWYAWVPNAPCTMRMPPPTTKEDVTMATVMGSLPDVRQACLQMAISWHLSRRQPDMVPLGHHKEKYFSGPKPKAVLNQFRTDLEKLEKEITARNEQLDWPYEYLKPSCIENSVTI
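Purified human 12hLO at 150 nM in 25 mM Hepes, 0.01% Triton X-100, pH 7.0, preincubated 15 min at room temperature with compound. Reaction started with 40 uM arachidonic acid, 30 min at room temperature. Hydroperoxide measured by Fe-xylenol orange, 573/405 nm absorbance ratio.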
PGK inhibitor = qHTS Assay to Find Inhibitors of Phosphoglycerate Kinase | actives 0.043% (n = 380,000) | PGK/GAPDH coupled, Kinase-Glo luminescence, 60 min | Phosphoglycerate kinase, glycosomal (Trypanosoma brucei brucei), P07378 | Potency, µM (highest dose often 57.5 µM), for the others: at the highest dose activity change, negative = inhibition, usual class: inhibitors; note: % is set by controls: 0 for no effect and ±100 for the full control effect; nearly all actives have a fitted effect of over 60% in size
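Luminescent ATP detection (Kinase-Glo Plus) follows a 60-minute room-temperature incubation, with wells lacking PGK as controls. Buffer: 100 mM TEA (pH 7.6), 5 mM MgCl2, 0.01% Tween-20. Coupling enzyme GAPDH (100 nM final) supplies unstable 1,3-BPG in-well.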
GLS inh = qHTS for Inhibitors of Glutaminase (GLS); GLS enzymatic activity, qHTS titration; Potency, µM (highest dose often 45.5 µM), inactives show top-dose activity change, negative = inhibition, most hits filed as inhibitors; actives 0.21% (n = 410,000); AID 624170, 2012; note: % is set by controls: 0 for no effect and ±100 for the full control effect
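Read-out is an Amplex red fluorescence increase coupled through glutamate oxidase and HRP, measured before and after 30 min room-temperature incubation. hKGA is in 45 mM KH2PO4 (pH 8.2) with 0.02% Tween-20; glutamine added as 1mM solution.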
RGS4 inhibitor = Inhibitors of Regulator of G Protein Signaling (RGS) 4: qHTS; actives 0.039% (n = 390,000); Regulator of G-protein signaling 4 (Homo sapiens), P49798; AID 504845, 2011; Potency, µM (doses to about 114 µM), inactives show at the top dose activity change, negative = inhibition, hits mostly inhibitors; Transcreener GDP fluorescence polarization, RGS4-accelerated GTP hydrolysis; note: % is set by controls: 0 for no effect and ±100 for the full control effect; nearly all actives have a fitted effect of over 75% in size; some results filed as inactive show a strong effect at the top dose
Target sequence (P49798 whole entry, looked up): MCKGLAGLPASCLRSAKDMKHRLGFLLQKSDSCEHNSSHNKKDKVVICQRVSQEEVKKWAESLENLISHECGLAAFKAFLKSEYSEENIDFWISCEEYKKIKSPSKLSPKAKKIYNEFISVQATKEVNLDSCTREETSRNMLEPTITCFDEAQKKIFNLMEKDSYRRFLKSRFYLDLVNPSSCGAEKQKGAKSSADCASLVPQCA
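MLSMR compounds (23 nl, pin-transferred) preincubated 10 min at room temperature with a 500nM (2x) first reagent, then RGS4 at 900nM (2x) plus Transcreener GDP mix added; fluorescence polarization (620/688 nm) read before and after 90 min at 30 °C.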
HP1b chromo inh = HTS for Inhibitors of HP1-beta Chromodomain Interactions with Methylated Histone Tails; Chromobox protein homolog 1 (Homo sapiens), P83916; AlphaScreen HP1-beta / biotin-H3K9me3 peptide binding; Potency, µM (highest dose often 114 µM), for the others: at the top dose activity change, negative = inhibition, most hits filed as inhibitors; actives 0.56% (n = 390,000); note: nearly all actives have a fitted effect of over 70% in size; inactives centre near 23
Target sequence (P83916 whole entry, looked up): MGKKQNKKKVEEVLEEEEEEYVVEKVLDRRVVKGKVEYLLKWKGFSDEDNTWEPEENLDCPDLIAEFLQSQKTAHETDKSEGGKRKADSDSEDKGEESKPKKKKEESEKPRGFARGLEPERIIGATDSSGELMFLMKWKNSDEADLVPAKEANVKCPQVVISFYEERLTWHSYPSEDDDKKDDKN
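Compound inhibition of the preformed complex between 50 nM HP1-beta and 50 nM biotinylated H3K9me3 peptide was read by AlphaScreen. Buffer was PBS pH 7.4 with 0.01% Tween-20. Incubations ran 30 min at room temperature, with 10 ug/mL donor/acceptor beads.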
Pin1 inh = qHTS Assay to Find Inhibitors of Pin1; Peptidyl-prolyl cis-trans isomerase NIMA-interacting 1 (Homo sapiens), Q13526; Pin1 FP peptide displacement, HiFluor488, 10 min; Potency, µM (top dose mostly 115 µM), inactives show top-dose activity, negative = inhibition, actives largely listed as inhibitors; actives 0.009% (n = 390,000); AID 504891, 2011; active = well fitted inhibition curve with a large enough effect in the polarisation, with a control signal flat, not every such curve was filed as active; inconclusive = small, poorly fitted or top-dose-only effect, or effect the other way, or a change in a side signal; inactive = no such curve, though single readings can be large or run the other way; the % refers to the polarisation; note: % is set by controls: 0 for no effect and ±100 for the full control effect
JMJD2A Tudor = qHTS Assay for Inhibitors of JMJD2A-Tudor Domain | Potency, µM (highest dose often 114 µM), inactives show at the highest dose activity change, negative = inhibition, actives largely listed as inhibitors | AlphaScreen JMJD2A-Tudor / H3K4me3 peptide binding | actives 4.4% (n = 390,000) | Lysine-specific demethylase 4A (Homo sapiens), O75164; note: % is set by controls: 0 for no effect and ±100 for the full control effect; nearly all actives have a fitted effect of over 50% in size
* hit, by the source's call; i = inactive; ? = inconclusive; · = not tested or not shown; [ ] = another dose, or the depositor's remark. Unless noted, calls come from the whole dose curve; as a rule, active = well fitted curve in the direction sought with a large enough effect; inconclusive = small, poorly fitted or top-dose-only effect, or another doubt; inactive = no such curve, though single readings can be large; an effect the other way counts as inactive or inconclusive. Potency is the fitted concentration of half-maximal effect.

SMILES | ERG-DNA inh | rTrxR1 inhibitor | ALOX12 inh | PGK inhibitor | GLS inh | RGS4 inhibitor | HP1b chromo inh | Pin1 inh | JMJD2A Tudor
CCOC(=O)c1ccc(NC(=O)Cn2ncc3c(C)n(Cc4ccccc4F)c(C)c3c2=O)cc1 | -13% | 18% | -14% | 4% | 1% | 16% | 38% | 7% | -12%
O=C(NC1CC1)c1sc2cc(Cl)ccc2c1Cl | -3% | 13% | -1% | -1% | -2% | -13% | 22% | 1% | 2%
CCOc1ccccc1NC(=O)CCc1c(C)nc2c3cccnc3nn2c1C | -4% | -2% | -18% | i | -6% | 4% | 35% | 0% | 7%
COCCN(CC(=O)Nc1cccc(C)c1C)C(=O)c1cc2c(s1)CCC2 | -10% | 8% | 5% | -17% | ? | 9% | -9% | -2% | ?
COc1ccccc1NC(=O)c1ccc(NC(=O)C2COc3ccccc3O2)cc1 (stereo not given) | -11% | 18% | -21% | 3% | 3% | 3% | 0% | -1% | -14%
Cn1cc(Br)c(C(=O)NC2C3CC4CC(C3)CC2C4)n1 (stereo not given) | 0% | 11% | -2% | -2% | · | -3% | 32% | 8% | 9%
Cc1c(C)c2ccc(O[C@@H]3O[C@H](CO)[C@H](O)[C@H](O)[C@H]3O)cc2oc1=O | 8% | 5% | 12% | i | -3% | -28% | 26% | -5% | 6%
Cc1ccc(S(=O)(=O)N2CCN(CC(=O)N/N=C/c3cc([N+](=O)[O-])ccc3Cl)CC2)cc1 | 0% | 17%[57.1 µM] | -15% | i | -2% | -16% | -1% | 0% | -23%
COc1ccccc1NC(=O)Cc1nnc(SCC(=O)Nc2ccc(F)cc2F)n1C | 2% | 15% | 22% | -6% | 11% | -3% | -1% | 3% | -11%
Cc1onc(-c2c(F)cccc2Cl)c1C(=O)Nc1ccc(Cl)c(S(=O)(=O)N(C)C)c1 | -10% | 24% | 0% | -2% | 2% | -2% | 25% | 9% | -20%
CCOc1ccc(N/C(=N/c2nc(C)cc(C)n2)NC(C)=O)cc1 | 5% | 69%[activator][11.4 µM] | 0% | i | -3% | -20% | 27% | -3% | -20%
CC(C)(C)c1ccc(C(=O)NCCC(=O)NC2=NCCS2)cc1 | -7% | 30% | ? | -2% | 3% | 12% | 21% | -3% | -5%
CC(C)(C)c1ccc(OC(=O)c2ccccc2)cc1 | 6% | 0% | -9% | 2% | 17% | -9%[56.9 µM] | 169%[activator] | 1% | 104%[activator]
CC(C)Oc1cccc(C(=O)NC(=S)Nc2ccccc2)c1 | -1% | ? | 22µM* | -11% | 11% | -41% | -29% | 1% | ?
COc1ccc2c(C)cc(SCC(=O)NC3CCCCC3)nc2c1 | 2% | 18% | -14% | -4% | -20% | 9% | 21% | -7% | -10%
O=C(c1nn(Cc2ccccc2)c(=O)c2ccccc12)N1CCc2ccccc2C1 | 2% | -4% | -2% | -7% | 6% | -9% | 18% | 8% | -28%
Clc1ccc(-c2cc3ccccc3nc2N2CCCC2)cc1 | -4% | 23%[57.1 µM] | 0% | 0% | -14% | -20% | 389%[activator] | 3% | 225%[activator]
O=C(C[C@H]1C/C=C\C[C@@H](Cc2ccc(F)cc2)C(=O)O[C@@H](c2ccccc2)CNC1=O)N[C@@H](CO)Cc1ccccc1 | 4% | 17%[57.1 µM] | -1% | -3% | 2% | -47% | 33% | 9% | 5%
O=c1c2ccccc2nc2n1CC/C2=C\N1CCN(c2ccc([N+](=O)[O-])cc2)CC1 | -14% | -9% | -11% | -9% | -1% | -17% | 0% | 9% | ?
CC(C)CSc1nnc(N)s1 | 4% | 22%[57.1 µM] | 8% | -5% | 9% | -14% | 25% | -2% | -17%
CCOc1ncccc1C(=O)OCc1ccc(C(=O)OC)o1 | 1% | -5% | 0% | 6% | 1% | 4% | 33% | -9% | -4%
CC(C(=O)Nc1cc([N+](=O)[O-])ccc1Cl)N1CCN(c2ccc(O)cc2)CC1 (stereo not given) | -1% | -14% | ? | -18% | 31%[activator] | -10% | 71µM* | ? | 25µM*
CCOc1ccc(NS(=O)(=O)c2ccc3c(c2)N(C(C)=O)CCO3)cc1 | 9% | 12% | 7% | i | 0% | -4%[56.9 µM] | 74%[activator] | 0% | -9%
CCc1ccc(OCC(=O)NCCOc2ccccc2)cc1 | -6% | 20% | 5% | -6% | 5% | -11% | 18% | -5% | 9%
CCCC[n+]1ccn(-c2nc3ccccc3nc2[N-]S(=O)(=O)c2ccc(Br)cc2)c1 | 7% | 30%[11.4 µM] | 32%[activator] | i | 5% | -11% | 43%[activator] | 10% | ?
Cn1c(SCc2ccccc2)nc2ccsc2c1=O | 0%[15.4 µM] | 16%[11.4 µM] | -10% | -6% | 4% | -22% | 97%[activator] | ? | 65%[activator]
Fc1ccc(-n2ncc3c(NC4CCCCCC4)ncnc32)cc1 | 0% | 7%[57.1 µM] | ? | i | 5% | -8% | 52%[activator] | 3% | 11%
CCOC(=O)c1sc(NC(=O)CSc2nc3cccnc3n2C)nc1C | 14% | 23% | 9% | i | 4% | -12% | 9% | -7% | -12%
COc1ccc(S(=O)(=O)NC(C)c2ccccc2)cc1C(=O)N1CCCCC1 (stereo not given) | 1% | -13% | 90%[activator] | 9% | 6% | 16% | 13% | -3% | -8%
CCSc1nc2ccccc2n1C(=O)/C=C\c1ccc(OC)c(OC)c1 | 1% | -16% | -15% | 6% | 0% | -40% | 4% | 0% | -16%
Cc1cc(=O)oc2cc(NC(=O)c3cccc(S(=O)(=O)N(C)C)c3)ccc12 | 2% | 13% | -11% | -9% | -7% | 6% | 15% | 7% | -5%
COCc1c(C(=O)N/N=C(/C)c2cccs2)nnn1-c1nonc1N | 0% | 19%[57.1 µM] | 8% | -7% | -5% | -16% | 24% | -2% | -2%
Cc1cc(NS(=O)(=O)c2ccc(NC(=O)CSc3nnc(-c4ccco4)n3C)cc2)nc(C)n1 | 2% | -8% | 12% | -9% | 5% | 16% | 21% | -3% | -7%
CC1CC(C)CN(C(=O)CN2CCN(Cc3ccc(Cl)cc3)C2=O)C1 (stereo not given) | 2% | 7% | 0% | 3% | -5% | -5%[56.9 µM] | 43%[activator] | ? | -12%[57.1 µM]
CCN(CC)S(=O)(=O)c1cc(C(=O)Nc2ccc(Cl)cn2)ccc1C | 7% | 10%[57.1 µM] | 0% | -9% | -4% | -12% | 21% | -5% | -14%
CC(=O)c1sc(NC(=O)COc2ccccc2)nc1C | -13% | 23% | 1% | i | 8% | -41% | 26% | 5% | -5%[57.1 µM]
COc1ccc(C(=O)c2c(N)sc3c2CCN(C)C3)cc1 | -6% | -11% | 0% | · | ? | -30% | 20% | ? | -13%
COCCc1ncc(CN2CCC(C(=O)Nc3cccc(-c4cscn4)c3)CC2)cn1 | -4% | 12%[57.1 µM] | 0% | 5% | 20% | -28%[56.9 µM] | 21% | 2% | ?
CC1CN(C(=O)c2ccc(COc3ccc4ccccc4c3)o2)CC(C)O1 (stereo not given) | -5% | 1% | 1% | i | -5% | -6% | 45%[activator] | -6% | -4%

An excerpt from above, limited to HP1b chromo inh and rTrxR1 inhibitor.
Compound | HP1b chromo inh | rTrxR1 inhibitor
COCc1c(C(=O)N/N=C(/C)c2cccs2)nnn1-c1nonc1N | 24% | 19%[57.1 µM]
Cc1cc(NS(=O)(=O)c2ccc(NC(=O)CSc3nnc(-c4ccco4)n3C)cc2)nc(C)n1 | 21% | -8%

Looked up one by one from above:
SMILES | ERG-DNA inh | rTrxR1 inhibitor | ALOX12 inh | PGK inhibitor | GLS inh | RGS4 inhibitor | HP1b chromo inh | Pin1 inh | JMJD2A Tudor
Fc1ccc(-n2ncc3c(NC4CCCCCC4)ncnc32)cc1 | 0% | 7%[57.1 µM] | ? | i | 5% | -8% | 52%[activator] | 3% | 11%
CC(C(=O)Nc1cc([N+](=O)[O-])ccc1Cl)N1CCN(c2ccc(O)cc2)CC1 (stereo not given) | -1% | -14% | ? | -18% | 31%[activator] | -10% | 71µM* | ? | 25µM*

Of the compounds above, 2 contain a tert-butyl group.
SMILES | ERG-DNA inh | rTrxR1 inhibitor | ALOX12 inh | PGK inhibitor | GLS inh | RGS4 inhibitor | HP1b chromo inh | Pin1 inh | JMJD2A Tudor
CC(C)(C)c1ccc(C(=O)NCCC(=O)NC2=NCCS2)cc1 | -7% | 30% | ? | -2% | 3% | 12% | 21% | -3% | -5%
CC(C)(C)c1ccc(OC(=O)c2ccccc2)cc1 | 6% | 0% | -9% | 2% | 17% | -9%[56.9 µM] | 169%[activator] | 1% | 104%[activator]

Screening data from PubChem.

An excerpt. The share of hits here may be higher or lower than overall.
